Bioassay records: PubChem BioAssay, several laboratories
M5 ag = CHRM5 agonism in calcium assay; AID 624037; P08912; CHO-K1 hM5 cells, Fluo-8 calcium fluorescence; 0% DMSO wells, 100% maximal acetylcholine response; activation, % at 3 µM; 0.19% of 360,000 active;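 active = activation above the run's mean over test compounds plus 3 SD, cut at about 23% in these data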;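 also: signal is peak over basal fluorescence ratio across the kinetic read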
Target sequence (P08912 whole entry, looked up): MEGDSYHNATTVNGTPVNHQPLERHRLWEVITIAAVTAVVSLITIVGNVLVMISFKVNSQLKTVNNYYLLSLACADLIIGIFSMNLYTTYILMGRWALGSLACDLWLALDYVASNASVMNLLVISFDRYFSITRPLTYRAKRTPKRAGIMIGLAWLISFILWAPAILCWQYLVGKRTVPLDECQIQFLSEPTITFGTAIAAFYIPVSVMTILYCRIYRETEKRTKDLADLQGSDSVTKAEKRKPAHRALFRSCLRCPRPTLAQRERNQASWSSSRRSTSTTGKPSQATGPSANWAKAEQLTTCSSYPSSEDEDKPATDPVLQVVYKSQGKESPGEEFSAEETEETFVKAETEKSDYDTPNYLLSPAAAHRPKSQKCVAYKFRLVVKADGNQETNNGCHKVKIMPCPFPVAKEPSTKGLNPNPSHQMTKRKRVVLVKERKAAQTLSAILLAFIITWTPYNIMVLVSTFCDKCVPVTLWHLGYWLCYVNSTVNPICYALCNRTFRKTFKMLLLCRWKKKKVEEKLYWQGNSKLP
CHRM4 antagonist = antagonists of human muscarinic M4 receptor (CHRM4) | inhibition, % at 3 µM | 0.73% of 360,000 active | CHO-hM4 cells, ACh EC80, Fluo-8 calcium fluorescence;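 active = inhibition above its plate's cutoff, the mean inhibition of sample wells plus 3 SD, cut at about 27% in these data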;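 also: 0% = acetylcholine EC80 with DMSO and 100% = DMSO without agonist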
CHRM4 PAM = CHRM4 positive allosteric modulation; CHO-K1 hM4/Gqi5, Fluo-8 calcium fluorescence, ACh EC20; 0% = ACh EC20, 100% = maximal ACh; activation, % at 3 µM; P08173; 0.4% of 360,000 active; AID 624126;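 active = activation above its plate's cutoff, the mean activation of sample wells plus 3 SD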; also: some results filed as inactive read as strong as hits
CHRM4 agonist = agonists of human muscarinic M4 receptor (CHRM4); P08173; CHO-K1 hM4/Gqi5, Fluo-8 calcium fluorescence; vehicle 0%, full acetylcholine response 100%; 0.14% of 360,000 active; activation, % at 3 µM;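 active = activation above the run mean over all test wells plus 3 SD, cut at about 32% in these data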;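 also: peak over basal fluorescence ratio per well then scaled between controls; 0% = DMSO wells and 100% = acetylcholine at EC100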
CHRM5 PAM = positive allosteric modulators of human muscarinic M5 receptor. P08912. CHO-K1 hM5, Fluo-8 calcium, ACh EC20 PAM; 0% = ACh EC20, 100% = ACh EC100. activation, % at 3 µM. 0.3% of 360,000 active. AID 624038;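 active = activation above the run cutoff, the mean activation of all test compounds plus 3 SD, cut at about 18% in these data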
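System – CHO-K1 hM5 cells · Compound – 3 µM, single dose · Incubation – compound preincubation 140 s before EC20 acetylcholine addition · Technique – Fluo-8 calcium fluorescence · Measure – Max/basal fluorescence ratio as % of EC20–EC100 ACh window · Benchmarks – low control EC20 acetylcholine (0%), high control EC100 acetylcholine (100%) · Replication – singlicate, one well per test compound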
CRFR2-BP antag = CRF-BP/CRF-R2 complex antagonism | HEK293 CRF-R2/CRF-BP, CRF-induced calcium fluorescence | inhibition, % at 11.8 µM | 0.59% of 350,000 active | AID 588475;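 active = inhibition of the ligand-induced calcium signal above about 50% at the single tested concentration, limit read from the data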
CRFBP-R2 agonist = CRF-BP/CRF-R2 complex agonism; HEK293 CRF-R2/CRF-BP, calcium dye fluorescence (FLIPR); percent of saturating CRF peptide response; activation, % at 13.2 µM; 0.46% of 350,000 active;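 active = activation of at least 50%, plus an integration ratio under a set limit after plate pattern correction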;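 also: plate controls were neutral control wells without compound for no effect and CRF at EC100 for full effect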
M5 antag = CHRM5 antagonism in calcium assay. AID 624040. CHO-hM5 cells, Fluo-8 calcium fluorescence, ACh EC80. inhibition, % at 3 µM. P08912. 0.59% of 360,000 active;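 active = inhibition above a per-plate cutoff, the mean of that plate's test compounds plus 3 SD, cut at about 27% in these data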;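 also: 0% = acetylcholine EC80 with DMSO and 100% = DMSO without agonist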
M1 PAM = positive allosteric modulators of human M1 muscarinic receptor; P11229; CHO-K1 hM1, Fluo-8 calcium fluorescence, ACh EC20; 0% = ACh EC20, 100% = maximal ACh; activation, % at 3 µM; 0.088% of 360,000 active; in the data active = activation above about 19%, passing the limit was not always enough
The depositor's hits bear a star; . = no result given.

SMILES	M5 ag	CHRM4 antagonist	CHRM4 PAM	CHRM4 agonist	CHRM5 PAM	CRFR2-BP antag	CRFBP-R2 agonist	M5 antag	M1 PAM
O=C(CCCc1ccccc1)c1ccc2c(c1)OCCO2	-3	-1	31*	-2	0	21	3.4	-4	5
CCCCNC(=O)C(=O)Nc1ccc2c(c1)N(S(=O)(=O)c1cccs1)CCC2	0	-26	-4	8	-5	10	3.1	0	-3
CCOC(=O)C1=C[C@@H](C(C)(C)C)N(S(=O)(=O)c2ccc(C)cc2)[C@H]1c1ccccc1	-1	8	-12	0	-11	.	.	7	-14
COc1ccccc1C1C2=C(CC(C)(C)CC2=O)Nc2nnnn21 (configuration not stated)	-1	10	2	0	4	5	0.2	-3	8
CCCCOc1ccc(C(=O)Nn2cnnc2)cc1	0	6	-3	0	5	9	2.0	-5	3
CCOC(=O)N1CCN(Cc2nc(Cc3cccc(C(F)(F)F)c3)no2)CC1	1	-9	10	1	10	3	1.0	7	7
C[C@H](NC(=O)[C@@H]1Cc2ccccc2CN1)C(=O)NCC1CCCO1 (some centres not stated)	-2	0	8	5	10	2	1.1	-6	9
CCCCCCCC(=O)NC(Nc1ccc(S(N)(=O)=O)cc1)C(Cl)(Cl)Cl (configuration not stated)	-17	7	-4	-1	-6	-21	-0.9	9	3
CN(CCC#N)C(=O)COC(=O)/C=C/c1cccs1	-1	-5	11	0	-2	11	0.2	6	12
CC(=O)N1CCN(C(=O)COC(=O)CNC(=O)c2ccccc2C)CC1	0	-24	8	1	2	6	0.5	-4	6
Cc1ccc2cc(C(c3nnnn3C3CCCC3)N(Cc3ccccc3)Cc3ccco3)c(=O)[nH]c2c1 (configuration not stated)	2	-4	-1	2	4	16	-0.3	2	10
CCOC(=O)c1c(NC(=O)CSc2nnnn2C)sc(C)c1-c1ccc(C)cc1	-4	-11	8	-1	10	-18	1.1	-6	15
Nn1c(COc2cccc(Cl)c2)nc2ccccc2c1=O	-1	-14	3	2	-3	-29	-4.2	-2	-3
CCCCOC(=O)n1c(=O)oc2cc(S(=O)(=O)N3CCCCC3)ccc21	7	0	-3	17	-8	-16	-0.2	1	-7
CC(C)C(C(=O)N1CCN(Cc2ccccc2)CC1)c1ccccc1 (configuration not stated)	-6	13	-14	2	-12	-10	1.6	18	-28
COc1ccc(CCC(=O)Nc2cc(Cl)ccc2OC)cc1	0	-9	6	6	-7	25	-1.8	2	2
Cc1cc(=O)oc2c(N)c(O)ccc12	4	-3	4	0	0	2	-1.3	-1	3
O=C(CN1CCN(S(=O)(=O)N2CCOCC2)CC1)Nc1cc(Cl)cc(Cl)c1	-3	12	-3	2	-4	-1	-1.4	9	-9
O=C(NCCc1nnc2ccc(N3CCCC3)nn12)c1ccccc1	-3	11	-5	0	-2	-18	0.6	3	6
O=C(NCc1nc2ccccc2[nH]1)c1cc2ccccc2oc1=O	-1	8	15	2	-1	8	-2.8	-3	5

Pulled one by one from the entries so far:
SMILES	M5 ag	CHRM4 antagonist	CHRM4 PAM	CHRM4 agonist	CHRM5 PAM	CRFR2-BP antag	CRFBP-R2 agonist	M5 antag	M1 PAM
O=C(CCCc1ccccc1)c1ccc2c(c1)OCCO2	-3	-1	31*	-2	0	21	3.4	-4	5
CCCCOC(=O)n1c(=O)oc2cc(S(=O)(=O)N3CCCCC3)ccc21	7	0	-3	17	-8	-16	-0.2	1	-7

(list continues)
SMILES	M5 ag	CHRM4 antagonist	CHRM4 PAM	CHRM4 agonist	CHRM5 PAM	CRFR2-BP antag	CRFBP-R2 agonist	M5 antag	M1 PAM
O=C(NC1CCCCCCC1)c1ccc(S(=O)(=O)N2CCCC2)cc1	-6	3	6	2	-2	-18	-2.5	7	1
COc1ccccc1N1CCN(C(=O)c2noc(C(C)C)c2[N+](=O)[O-])CC1	2	-1	5	3	4	5	-2.4	-7	7
Brc1cnc2nc[nH]c2c1	-4	-6	3	1	-10	4	-0.6	16	7
O=C(Nc1ccccc1)C(CCCCN1C(=O)c2ccccc2C1=O)N1C(=O)c2ccccc2C1=O (configuration not stated)	-3	-2	-1	4	-13	8	3.1	8	0
CN(CCc1ccccc1)C(C(=O)Nc1ccc2c(c1)OCCO2)C1CC1 (configuration not stated)	-6	-10	-10	0	4	.	.	-6	-13
O=C(CN(C(=O)Cn1nnc(-c2ccc(F)cc2)n1)c1cccc(F)c1)NC1CCCC1	3	1	5	2	-3	-6	0.6	8	4
CSCCNC(=O)C1(C)CCN1C(=O)c1ccc(C(C)(C)C)cc1 (configuration not stated)	5	-1	-7	3	-5	.	.	-1	4
COc1ccc(CNC(=O)c2sc(=O)n(Cc3ccc(-c4ccccc4)cc3)c2C)cc1OC	8	-1	-4	21	-24	.	.	30*	-11
COc1ccc(CCNC(=O)C(=O)NCCC2CCCCN2S(=O)(=O)c2ccccc2)cc1 (configuration not stated)	-1	-9	0	1	-3	14	-1.5	9	5
O=C(N/N=C/c1ccccn1)C12CC3CC(CC(C3)C1)C2	-2	11	-5	0	0	11	-2.4	4	1
COc1ccc(-n2nc(C(=O)NCC(=O)N3CCN(Cc4ccccc4)CC3)c3ccccc3c2=O)cc1	-1	-6	-11	15	-12	-26	-0.3	20	-15
COc1ccccc1/C=C(/NC(=O)c1ccccc1)C(=O)NCCN1CCOCC1	-2	-2	1	1	-4	-6	-0.2	7	5
COc1cccc(CN(C)C(=O)c2cc(COc3ccc(-n4cncn4)cc3)on2)c1	8	-6	-12	19	-17	9	-1.6	3	-10
CCCCn1c(N)c(N(C(=O)CSc2nncn2-c2ccccc2C)C2CCCC2)c(=O)[nH]c1=O	0	5	4	1	8	5	0.9	8	10
Cc1cccc(NC(=O)c2c([N+](=O)[O-])c(C(C)(C)C)nn2C)c1	-1	9	-5	3	-3	6	-0.2	3	1
CCOC(=O)c1sc(=S)n(-c2ccc(OC)cc2)c1N	-4	7	-6	0	3	-8	1.0	1	5
C[N+](C)(C)CCOC(=O)C1(c2ccccc2)CCCC1	-12	97*	-14	1	-15	8	2.0	99*	-22
COc1ccccc1N1CCN(C(CNC(=O)c2ccco2)c2cccnc2)CC1 (configuration not stated)	1	-5	4	2	-6	30	-1.2	0	2
CCOC(=O)C1CCN(C(=O)/C=C/c2ccc(S(=O)(=O)N3CCOCC3)cc2)CC1	3	-6	5	5	1	-7	-0.3	-2	4
CCOC(=O)c1nnn(-c2nonc2N)c1-c1ccccc1Cl	-7	2	-6	0	-2	-4	0.1	8	2
CC(NC(=O)c1ccc(Br)o1)c1ccc(-n2ccnc2)cc1 (configuration not stated)	-4	-6	0	1	-5	-4	-1.5	12	0
CN(C)Cc1c(-c2ccc(Cl)cc2)nc2ccccn12	-6	2	-3	1	4	-9	-0.9	6	9
COc1ccc2oc(C(=O)N3CCN(C(c4ccccc4)c4ccccc4)CC3)c(C)c2c1	-1	-13	-3	-1	-2	12	-0.3	4	0
O=C(COC(=O)c1cc([N+](=O)[O-])ccc1NCCO)Nc1cccc(S(=O)(=O)N2CCCC2)c1	-4	35*	-15	5	-9	13	2.6	15	-19
Cc1ccc(-n2c(C)cc(C(=O)OCC(=O)N(CC(C)C)C3CCS(=O)(=O)C3)c2C)cc1 (configuration not stated)	-12	-5	4	2	0	41	-4.0	2	6
NC(=O)CSC1=Nc2ccccc2C2=NC(CCC(=O)NCc3ccc(F)cc3)C(=O)N12 (configuration not stated)	3	-8	0	0	1	16	-1.5	-7	8
Cc1cccc[n+]1CC(=O)Nc1ccc([N+](=O)[O-])cc1	-5	10	-6	0	-4	36	4.7	8	-10
CC(C)Cc1ccc(/C=C/C(=O)NC2CC2)cc1	2	5	-1	5	-5	6	1.2	-1	-1
COC(=O)[C@@]1(Cc2ccccc2)[C@H]2C(=O)N(Cc3ccccc3)C(=O)[C@H]2[C@H]2CN=C(SC)N21	3	-12	3	4	-2	-4	-1.5	-3	3
O=[N+]([O-])c1ccc2nc(-c3ccc(Cl)cc3)[nH]c2c1	2	2	-6	11	-16	10	4.7	20	-5
CC(=O)c1ccccc1NC(=O)COc1ccc(N(C)S(=O)(=O)c2ccc(C)c(C)c2)cc1	0	-1	6	4	-2	1	1.4	2	14
COc1ccccc1/C=N/NS(=O)(=O)c1ccccc1	-2	-2	2	1	2	1	0.3	2	7
O=C(CN1c2cccc3cccc(c23)S1(=O)=O)NCc1ccccc1Cl	1	12	-8	7	-9	-3	3.1	3	-5
Fc1cccc(CCN2CCN=C2Nc2ccccc2)c1	-1	4	4	4	2	37	23	9	-1

Record cards, as listed above. Screens in order: M5 ag, CHRM4 antagonist, CHRM4 PAM, CHRM4 agonist, CHRM5 PAM, CRFR2-BP antag, CRFBP-R2 agonist, M5 antag, M1 PAM
`Cc1ccc(-n2c(C)cc(C(=O)OCC(=O)N(CC(C)C)C3CCS(=O)(=O)C3)c2C)cc1` (configuration not stated) is listed as -12, -5, 4, 2, 0, 41, -4.0, 2, 6
`CC(NC(=O)c1ccc(Br)o1)c1ccc(-n2ccnc2)cc1` (configuration not stated) is listed as -4, -6, 0, 1, -5, -4, -1.5, 12, 0
`CC(C)Cc1ccc(/C=C/C(=O)NC2CC2)cc1` is listed as 2, 5, -1, 5, -5, 6, 1.2, -1, -1
`O=C(CN1c2cccc3cccc(c23)S1(=O)=O)NCc1ccccc1Cl` is listed as 1, 12, -8, 7, -9, -3, 3.1, 3, -5
`CC(=O)c1ccccc1NC(=O)COc1ccc(N(C)S(=O)(=O)c2ccc(C)c(C)c2)cc1` is listed as 0, -1, 6, 4, -2, 1, 1.4, 2, 14

Outcome played no part in choosing rows (roughly 2.6% active in at least one column).
